# Screening data as filed in PubChem BioAssay.
# XIAP displacement = XIAP antagonists, biochemical, IAP family, fluorescence polarization (AID 1018); XIAP BIR domain, fluorescence polarization peptide displacement; higher % means a stronger effect; displacement, % at 20 µM; hits with a dose series show IC50 in µM; 0.007% of 200,000 active; in the data active means displacement above about 50%; further: a part of the inactive calls stands beside numbers as strong as those of hits
# SIAH1 antagonists = blockers of Siah-1 interaction with plectin peptide – biochemical, fluorescence polarization, rhodamine-plectin, uHTS, primary screen (AID 1817). 0.02% of 290,000 active. one-dose displacement, % at 20 µM; IC50 in µM for titrated hits. Siah-1 / rhodamine-plectin peptide fluorescence polarization; higher % means a stronger effect;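 active means displacement of at least 50% at 20 µM, with a fluorescence ratio check between 0.3 and a set limit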;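 further: plate controls were Siah plus tracer with DMSO for no effect and tracer alone without Siah for full effect; strong numbers were not always called active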
# P. falciparum M17LAP = P. falciparum M17LAP inhibitors, primary screen, biochemical, fluorogenic H-Leu-NHMec substrate, 1536-well (AID 1619) | one-dose inhibition, % at 30 µM; IC50 in µM for titrated hits | 0.38% of 220,000 active | recombinant M17LAP, H-Leu-NHMec fluorogenic kinetic assay; higher % means a stronger effect;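 active means compound inhibiting the enzyme by more than half at any dose during confirmatory dose-response retesting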;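 further: plate controls were full reaction with DMSO carrier for no effect and no enzyme background for full effect; strong numbers were not always called active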
# human PMI inhibition = inhibitors of human PMI, primary screen, biochemical, fluorescence intensity, coupled assay (AID 1209). purified PMI enzyme, coupled fluorescence intensity; higher % means a stronger effect. inhibition, % at 20 µM; hits with a dose series show IC50 in µM. 0.42% of 190,000 active;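 further: plate controls were DMSO vehicle for no effect and wells lacking substrate for full effect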
# Dynein transport = blocks dynein driven cargo transport along microtubules; 0.47% of 220,000 active; 3617.4 mouse cells, GR-EGFP nuclear translocation imaging; test concentration mostly 20 µM; stimulated with dexamethasone, 1 µM; stronger effect = lower value; z-score, hits read low;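 active means plate z-score of nuclear minus cytoplasmic receptor signal below a set negative limit, without overly bright fluorescence or cell loss, cut at about -3.5 in these data, passing the limit was not always enough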;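 further: z-score of nuclear minus cytoplasmic ring GR-EGFP intensity difference per well; some compounds called inactive have numbers as strong as hits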
#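 medium = tetracycline-free induction medium containing charcoal-stripped FBS | also added = 1.0 µM final dexamethasone stimulus | schedule = 48 h induction, 1 h compound, 30 min dex at 37 °C | technique = fixed, Hoechst-stained cells imaged at 10x for EGFP | measure = GR-EGFP nuclear translocation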
# AID2073 = inhibitors of Mint1-CaV2.2 protein interaction, biochemical, HTRF (AID 2073); 0.19% of 290,000 active; HTRF protein-protein interaction, Mint1-CaV2.2; higher % means a stronger effect; inhibition, % at 20 µM; hits with a dose series show IC50 in µM; in the data active means inhibition mostly above about 51%, no sharp cut-off; further: some results filed as inactive read as strong as hits
# P. falciparum M1AAP = malaria alanyl aminopeptidase activity blockers – biochemical, fluorogenic H-Leu-NHMec substrate, 1536-well (AID 1445); recombinant M1AAP, H-Leu-NHMec fluorogenic kinetic assay; higher % means a stronger effect; one-dose inhibition, % at 30 µM; IC50 in µM for titrated hits; 0.42% of 220,000 active;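 active means primary inhibition above the hit cutoff, then over 50% inhibition at one or more dose response concentrations, cut at about 23% in these data, passing the limit was not always enough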;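 further: plate controls were DMSO full reaction for no effect and no enzyme background for full effect; strong numbers were not always called active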
# LYP phosphatase = PTPN22 lymphoid phosphatase activity blockers – biochemical, fluorescence intensity, uHTS (AID 1779) | recombinant LYP phosphatase, fluorescence intensity; higher % means a stronger effect | inhibition, % at 11.5 µM, or IC50 in µM where a hit was titrated | 0.054% of 290,000 active;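 further: plate controls were vehicle with enzyme for no effect and no enzyme for full effect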
# PMI inhibition = MPI inhibition at elevated mannose 6-phosphate – biochemical, fluorescence intensity, high mannose 6-phosphate, primary screen (AID 1220) | recombinant PMI enzyme, coupled fluorescence intensity; higher % means a stronger effect | inhibition, % at 20 µM; hits with a dose series show IC50 in µM | 0.66% of 190,000 active
# Dynein transport cytoplasmic EGFP = further read-out of Dynein transport, marked with its call; z-score; measured here: cytoplasmic GR-EGFP intensity; stronger effect = higher value
# Dynein transport nuclear GR-EGFP = also measured in Dynein transport; calls as there; z-score; measured here: nuclear GR-EGFP intensity;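 lower value marks the stronger effect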
# Dynein transport cell count = also measured in Dynein transport; calls as there; z-score; measured here: cell count per field
# The depositor's hits bear a star; / = not tested or not shown. Unless noted, no stated cut-off is given here; in the data, active means inhibition above about 50%; inactive means the rest. Not a hit list. About 2.1% of those tested had a hit in this group.
mol	PMI inhibition	human PMI inhibition	SIAH1 antagonists	XIAP displacement	P. falciparum M17LAP	Dynein transport	Dynein transport cell count	LYP phosphatase	Dynein transport cytoplasmic EGFP	Dynein transport nuclear GR-EGFP	AID2073	P. falciparum M1AAP
COc1ccc(C2Nc3ccccc3C(=O)N2NS(C)(=O)=O)cc1OC (stereo unspecified)	0%	1%	20%	-4.1%	-8%	0.048	0.67	-12%	-0.38	-0.48	14%	-4%
O=C(COC(=O)Cc1ccccc1F)Nc1ccc(Cl)cn1	2%	2%	-4%	-13%	-1%	3.5	-2.8	-5%	-0.19	0.89	-11%	-2%
CC(C)(C)N(Cc1ccccc1)C(=O)COC(=O)CCc1c[nH]c2ccccc12	6%	17%	0%	-3.2%	18%	-0.6	-0.16	10%	-0.19	-0.26	-1%	11%
CCOC(=O)C1=C(C(F)(F)F)Nc2ncnn2C1c1ccc(OC)cc1OC (stereo unspecified)	-8%	-7%	8%	-0.3%	-11%	-0.57	-0.89	0%	-0.091	-0.54	-4%	0%
COc1ccc(NC(=S)N(Cc2ccc(C)cc2)Cc2ccccn2)cc1	-6%	6%	6%	-2.2%	4%	0.59	-0.43	-3%	-0.32	0.46	33%	-3%
O=[N+]([O-])c1ccc(C2=Nn3c(Cn4nnc5ccccc54)nnc3SC2)cc1	/	/	9%	/	16%	-0.097	0.89	-1%	-0.26	0.39	-2%	8%
CCCCOc1ccc(-c2ncc(C(=O)O)c(C)n2)cc1	4%	1%	8%	-0.8%	17%	-0.16	0.67	-5%	-0.21	0.036	8%	11%
CC(C)(C)NC(=O)Cn1c(=O)oc2ccc(Cl)cc21	0%	-5%	5%	-3.6%	0%	-0.33	0.55	-8%	-0.26	-0.1	19%	5%
CCN(CC)C(=O)CN(Cc1ccccc1)S(=O)(=O)c1ccc(F)cc1	-6%	-4%	-3%	-3.9%	-7%	-0.2	-1.2	-10%	-0.13	0.33	1%	-2%
NC(=O)c1c(NC(=O)c2ccco2)sc2c1CCC2	13%	12%	0%	-6.3%	-1%	-0.14	-0.0076	-2%	-0.17	0.12	-1%	3%
O=C1S/C(=C\c2ccccc2)C(=O)N1CC(O)Cn1c2ccccc2c2ccccc21 (stereo unspecified)	-16%	11%	1%	-0.6%	-7%	1.9	-0.7	8%	-0.18	0.8	22%	13%
COc1ccc(CCNc2nc(-c3ccncc3)cs2)cc1OC	/	/	4%	/	14%	1.1	-0.97	1%	0.3	1.2	9%	1%
O=C1OC(Nc2nccs2)c2ccccc21 (stereo unspecified)	12%	-2%	2%	-8.2%	/	0.37	-0.17	-12%	-0.39	0.17	-10%	/
CC(CCc1ccccc1)NC(=O)COC(=O)c1cc(NS(=O)(=O)c2ccc(Cl)c([N+](=O)[O-])c2)ccc1O (stereo unspecified)	2%	4%	5%	-87%	9%	-0.95	0.67	6%	-0.15	-0.89	9%	2%
COc1ccc2c(c1)C(C)=CC(C)(C)N2C(=O)CSc1nnc(-c2ccc(C)cc2)o1	16%	18%	4%	1.3%	0%	-0.42	0.25	5%	-0.22	-0.021	-7%	2%
N#Cc1ccc(CSc2nnc(-c3cccnc3)n2-c2ccccc2)cc1	-15%	-14%	-2%	1.4%	2%	1.5	-0.66	-6%	-0.26	1.3	4%	0%
C=CCN1C(=O)/C(=C/c2cccs2)S/C1=N\S(=O)(=O)c1ccc(F)cc1	-2%	5%	6%	-0.7%	-5%	-0.68	-0.046	0%	1	0.19	5%	3%
COc1ccc(OCC#CCn2ccnc2)cc1	15%	12%	5%	-3.6%	4%	0.42	-0.44	-8%	-0.37	0.28	-6%	1%
O=C(O)c1cccc(NC(=O)c2cc(-c3cccc(Cl)c3)nc3ccccc23)c1	17%	-3%	2%	-6.2%	9%	-0.4	0.46	12%	-0.28	-0.13	18%	1%
O=c1sc2ccccc2c(N2CCCCC2)c1[N+](=O)[O-]	-7%	-4%	6%	-3.9%	2%	-0.81	0.86	-4%	-0.27	-0.42	7%	-4%
O=[N+]([O-])c1ccc(-c2cn(-c3ccc(Cl)cc3)c(=S)[nH]2)cc1	-18%	-12%	-1%	1.2%	0%	1.6	-1.8	-5%	0.13	1.4	21%	-2%
N#Cc1nc(-c2cccc3ccccc23)oc1N1CCCCC1	6%	8%	2%	-6.9%	-9%	0.34	0.59	-2%	-0.14	0.14	9%	-1%
N#Cc1ccsc1NC(=O)c1ccccn1	20%	15%	-6%	-13%	2%	0.3	0.65	1%	-0.36	0.076	-5%	21%
Cc1ccc(NC(=O)CSc2nnc(Cn3c(=O)sc4ccccc43)n2C)cc1Cl	-2%	-1%	10%	-6.3%	0%	-0.34	1	-2%	-0.21	0.078	8%	8%
N/C(CCS(=O)(=O)c1ccc(Cl)cc1)=N\OC(=O)c1ccccc1Cl	/	/	0%	/	7%	-1.1	0.97	-8%	-0.19	-0.57	22%	2%

# Just LYP phosphatase, XIAP displacement and Dynein transport cytoplasmic EGFP, for some of the entries so far:
molecule,LYP phosphatase,XIAP displacement,Dynein transport cytoplasmic EGFP
NC(=O)c1c(NC(=O)c2ccco2)sc2c1CCC2,-2%,-6.3%,-0.17
O=C1S/C(=C\c2ccccc2)C(=O)N1CC(O)Cn1c2ccccc2c2ccccc21 (stereo unspecified),8%,-0.6%,-0.18

# More records follow.
mol	PMI inhibition	human PMI inhibition	SIAH1 antagonists	XIAP displacement	P. falciparum M17LAP	Dynein transport	Dynein transport cell count	LYP phosphatase	Dynein transport cytoplasmic EGFP	Dynein transport nuclear GR-EGFP	AID2073	P. falciparum M1AAP
CC1(C)Cc2ccccc2C(=C(C#N)C#N)N1	3%	5%	3%	-7.2%	4%	1.9	-1.2	2%	-0.22	1.4	2%	2%
CCCn1nc(NS(=O)(=O)c2ccccc2)c2cc3ccccc3nc21	-4%	0%	-4%	-0.3%	7%	/	/	-1%	/	/	4%	9%
COCCn1c(-c2ccco2)nc2nc3ccccc3nc21	-46%	-10%	1%	-2.0%	-240%	0.57	0.44	-14%	-0.22	0.8	-2%	23%
COc1ccccc1OCc1nnc(SCC(=O)N2CCCCC2)n1-c1ccccc1	-1%	-4%	3%	3.3%	5%	-0.99	0.45	-14%	-0.28	-0.27	4%	-2%
COc1cc(-c2nnc(COC(=O)CSc3cc(C)c4ccccc4n3)o2)cc(OC)c1OC	14%	18%	-4%	-5.9%	-4%	0.031	0.18	2%	-0.2	0.18	12%	-2%
COc1cc(NC(=O)c2cc3cccc(OC)c3o2)cc(C(=O)Nc2cccc(C(F)(F)F)c2)c1	/	/	0%	/	-4%	0.51	-0.55	-5%	-0.7	0.26	29%	4%
CCOC(=O)c1cc(CC)sc1NC(=O)c1ccc(N2CCOCC2)c([N+](=O)[O-])c1	-1%	-4%	-1%	-5.5%	2%	-0.16	0.33	0%	-0.24	-0.19	4%	10%
O=C(CCn1c(=S)[nH]c2ccccc2c1=O)NCC1CCCO1 (stereo unspecified)	16%	20%	-4%	-3.6%	12%	1.5	-0.45	-2%	-0.25	1	-47%	8%
CCCCNC(=O)[C@H](Cc1c[nH]c2ccccc12)NC(=O)c1ccccc1Cl	21%	9%	-1%	-0.2%	-5%	0.064	0.6	-1%	-0.33	-0.28	5%	3%
COc1ccccc1N(C)S(=O)(=O)c1ccc(C(=O)NCC(C)C)cc1	-5%	-4%	-4%	-5.1%	15%	-0.57	0.2	-8%	-0.26	-0.073	-1%	-3%
CCNC(=S)N/N=C(\C)c1cccc(C(F)(F)F)c1	6%	5%	1%	-2.1%	9%	-1	0.14	4%	0.68	-0.27	-17%	9%
COc1ccc(OCc2nnc3n2N=C(c2ccc(Br)cc2)CS3)cc1	10%	5%	2%	0.7%	-3%	-1.1	0.71	13%	-0.27	-0.61	-8%	17%
COCC(=O)N(Cc1ccco1)c1nnc(C2CCOC2)s1 (stereo unspecified)	-7%	-1%	0%	-8.7%	-2%	-0.97	0.96	-5%	-0.17	-0.53	4%	-7%
Cc1ccc(C(Sc2ccccc2)C(Cn2cncn2)C(=O)c2ccccc2)cc1 (stereo unspecified)	7%	12%	-4%	-7.8%	-1%	-1.5	1.3	-8%	-0.22	-1	-4%	-1%
CCOc1cc(CNCCc2ccc(S(N)(=O)=O)cc2)ccc1OCC(=O)NC(C)(C)C	-3%	3%	0%	-3.3%	5%	-0.26	0.53	-10%	-0.26	0.22	-9%	-1%
Cn1sc(=O)c2cc(S(=O)(=O)NC3CC3)ccc21	/	/	1%	/	10%	-1.7	0.12	-6%	0.26	-0.81	16µM*	10%
Cc1nn(-c2ccccc2)c(Cl)c1/C=N/Nc1nnc(C)c(=O)[nH]1	-3%	-6%	-5%	1.5%	1%	-0.47	0.42	0%	-0.32	-0.086	-10%	-2%
COC(=O)c1ccc(C(=S)N2CCCCC2)cc1	-17%	-2%	6%	-3.4%	3%	0.11	0.6	-4%	-0.26	0.67	-5%	16%
CC(=O)Nc1ccc(C(=O)OCC(=O)c2ccc(F)cc2)cc1	2%	2%	23%	3.6%	14%	0.62	-0.027	-2%	-0.3	0.028	1%	-7%
Cc1ccc(N(c2ncnc(N)c2[N+](=O)[O-])C2CCCCC2)cc1	-7%	-5%	1%	-2.6%	9%	-0.18	0.55	0%	-0.2	-0.33	8%	9%
CCOC(=O)c1cnc2ccc(OC)cc2c1NCCc1ccc(OC)c(OC)c1	2%	4%	3%	-1.8%	4%	-0.2	-0.062	1%	-0.2	0.54	8%	2%
O=C(NCc1ccc2c(c1)OCO2)c1ccc(C2SCC(=O)N2Cc2ccco2)cc1 (stereo unspecified)	8%	9%	3%	-12%	33%	0.012	0.74	7%	-0.21	-0.032	20%	1%
COc1ccc(CCNCc2csc3nc4ccccc4n23)cc1OC	-6%	-3%	4%	-5.6%	0%	0.53	0.53	-8%	-0.25	0.021	-5%	1%
Cc1c(NC(=O)c2ccc(N(Cc3ccccc3)S(C)(=O)=O)cc2)c(=O)n(-c2ccccc2)n1C	10%	8%	-5%	-5.0%	22%	0.4	0.29	-6%	-0.33	-0.33	1%	6%
Cc1ccc(NS(=O)(=O)c2cccc(C(=O)N/N=C/c3ccc4c(c3)OCCO4)c2)c(C)c1	5%	2%	-10%	-3.4%	10%	-0.12	-0.055	7%	-0.23	0.081	15%	8%
O=C(CN1C(=O)COc2ccccc21)N1CCc2ccccc21	1%	-1%	5%	-1.3%	14%	-0.28	1.7	-6%	-0.065	-0.5	-3%	9%
